From PubChem BioAssay
NS3 helicase inh – blocks Hepatitis C virus NS3 helicase unwinding; NS3 helicase DNA unwinding, Cy5 molecular beacon fluorescence; inhibition, % at 10.9 µM; hit rate 0.56% among 290,000; AID 1800;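 active means inhibition above the mean of all tested compounds plus 3 SD, set per campaign, cut at about 35% in these data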;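 further: 0% = DMSO wells and 100% = thioflavine S control wells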
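Control set: DMSO versus 110 µM thioflavine S; Material: NS3 helicase fragment of HCV; Measured by: Cy5 fluorescence at 0 and 60 min, beacon hairpin quenching; Read-out basis: percent inhibition from t60/t0 fluorescence ratio; Times: reaction time 60 min, 25 °C; Repeats: single replicate; Compound dosing: single dose, 10.9 µM nominal final, DMSO 0.8% final.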
GPR7 antag – antagonists of human GPR7 (neuropeptides B/W receptor 1). GPR7-expressing cells, fluorescence antagonist assay. inhibition, % at 4.4 µM. hit rate 1.1% among 290,000; in the data active means inhibition above about 16%, passing the limit was not always enough;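 further: cells stimulated with the agonist NPW; 0% = agonist with vehicle and 100% = vehicle without agonist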
V1aR counter – counter-screen for oxytocin receptor agonists: human V1a receptor agonists. activation, % at 3 µM. CHO-V1R cells, Fluo-8 calcium fluorescence, agonist mode; 0% DMSO, 100% 3 nM vasopressin. hit rate 0.25% among 320,000. P37288;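 active means activation above the mean activation of all tested compounds plus 3 SD, per screening run, cut at about 20% in these data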;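 further: signal is peak over basal fluorescence ratio across a 100 second FLIPR read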
Target sequence (P37288 whole entry, looked up): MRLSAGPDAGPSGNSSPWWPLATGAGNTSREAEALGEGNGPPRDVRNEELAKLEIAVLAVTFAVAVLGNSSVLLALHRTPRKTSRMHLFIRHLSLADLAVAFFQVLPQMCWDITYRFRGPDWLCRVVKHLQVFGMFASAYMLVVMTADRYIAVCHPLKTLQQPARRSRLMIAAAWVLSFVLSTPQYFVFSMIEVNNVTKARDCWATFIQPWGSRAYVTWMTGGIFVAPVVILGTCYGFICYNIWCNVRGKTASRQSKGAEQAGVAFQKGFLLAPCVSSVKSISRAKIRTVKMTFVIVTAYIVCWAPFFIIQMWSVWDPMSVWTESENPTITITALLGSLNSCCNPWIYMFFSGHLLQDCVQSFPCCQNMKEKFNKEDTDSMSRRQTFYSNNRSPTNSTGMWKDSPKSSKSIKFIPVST
IMP-1 inh – inhibitors of Pseudomonas aeruginosa IMP-1 metallo-beta-lactamase | purified IMP-1, nitrocefin hydrolysis, epi-absorbance fluorescence | inhibition, % at 5.6 µM | hit rate 0.45% among 290,000;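 active means inhibition above the mean plus 3 SD of all compounds in the same screening run, cut at about 4.5% in these data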;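 further: 0% = IMP-1 with DMSO and 100% = DMSO wells lacking enzyme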
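System: purified IMP-1; amount: IMP-1 0.2 nM before substrate addition; compound: single dose, 5.6 µM; times: 25 °C, 15 min preincubation, 25 min reaction; signal: Epi-absorbance via hydrolysed-nitrocefin quenching of white-plate fluorescence, 480/530 nm, EDTA stop; benchmarks: DMSO with and without IMP-1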
PHOSPHO1 inh – blocks human PHOSPHO1 phosphatase activity; hit rate 1.1% among 290,000; recombinant PHOSPHO1, absorbance phosphatase assay; Q8TCT1; AID 1565; inhibition, % at 13.3 µM; in the data active means inhibition above about 60%
Target sequence (Q8TCT1 whole entry, looked up): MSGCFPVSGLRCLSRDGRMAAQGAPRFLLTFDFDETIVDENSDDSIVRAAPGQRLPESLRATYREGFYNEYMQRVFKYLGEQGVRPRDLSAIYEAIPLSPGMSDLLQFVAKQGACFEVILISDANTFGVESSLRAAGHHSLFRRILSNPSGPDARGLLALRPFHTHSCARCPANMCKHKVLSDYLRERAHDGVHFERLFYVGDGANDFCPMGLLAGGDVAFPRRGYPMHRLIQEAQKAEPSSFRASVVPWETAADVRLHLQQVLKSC
VIM-2 inh – blocks Pseudomonas aeruginosa VIM-2 metallo-beta-lactamase. hit rate 0.89% among 290,000. inhibition, % at 5.6 µM. AID 1527. purified VIM-2, nitrocefin hydrolysis, epi-absorbance fluorescence;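 active means inhibition above the mean of all tested compounds plus 3 SD, cutoff set per screening run, cut at about 7.5% in these data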;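 further: red hydrolysis product quenches plate fluorescence so inhibitors raise well fluorescence; 0% = enzyme with DMSO and 100% = DMSO without enzyme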
DNA FID counter – fluorescent intercalator displacement, NS3 helicase counter-screen. AID 1845. hit rate 0.17% among 290,000. inhibition, % at 7.9 µM. DNA fluorescent intercalator displacement, fluorescence; in the data active means inhibition above about 37%;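 further: 0% = vehicle and 100% = reference compound; higher means more ethidium bromide displaced from hairpin DNA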
GalR3 antagonist – antagonists of human GalR3; hit rate 0.44% among 360,000; inhibition, % at 3 µM; HEK293 GalR3-CNG cAMP membrane potential fluorescence; galR3 body fused to GalR1 C-terminus;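 active means inhibition above the screen-wide average plus 3 SD, cut at about 13% in these data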;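 further: forskolin and galanin both at EC90 stimulate the cells; cAMP rise reported by CNG channel membrane potential dye signal; 0% = forskolin plus galanin with DMSO and 100% = forskolin alone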
Target sequence (O60755 1-299 limits assumed): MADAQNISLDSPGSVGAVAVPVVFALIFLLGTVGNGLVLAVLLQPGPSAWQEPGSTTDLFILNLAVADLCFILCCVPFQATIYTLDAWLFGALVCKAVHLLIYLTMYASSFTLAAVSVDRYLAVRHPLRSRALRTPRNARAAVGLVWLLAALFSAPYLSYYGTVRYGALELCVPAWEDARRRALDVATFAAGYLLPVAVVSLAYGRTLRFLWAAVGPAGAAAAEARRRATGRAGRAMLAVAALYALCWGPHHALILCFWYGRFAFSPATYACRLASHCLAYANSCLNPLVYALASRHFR
OXTR agonist – human OXTR agonism; P30559; CHO-OTR cells, Fluo-8 calcium fluorescence; normalized: DMSO 0%, oxytocin 100%; activation, % at 3 µM; hit rate 0.32% among 320,000; AID 2435;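 active means activation above the mean of all tested compounds plus 3 SD, cutoff set per screening run, cut at about 20% in these data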;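 further: peak over basal fluorescence ratio from a 100 s FLIPR kinetic read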
An asterisk follows results filed as active; · = not tested or not shown; & = joins results of further samples.

Each structure is followed by: GPR7 antag, IMP-1 inh, NS3 helicase inh, DNA FID counter, GalR3 antagonist, VIM-2 inh, OXTR agonist, V1aR counter, PHOSPHO1 inh
- CC1CCC(NC(=O)CCS(=O)(=O)c2ccc3c(c2)NC(=O)CS3)CC1 (stereo unspecified)
→ 7.0, -1.4, 1.8, -17.8, -6.3, 2.0, -0.8, -0.3, 33.2
- C=CCn1c(COc2ccccc2-c2ccccc2)nnc1SCC(=O)NC(=O)NCc1ccco1
→ 6.4, -2.0, -3.5, -32.2, 0.0, -3.3, 0.1, 0.4, 19.2
- Cc1ccc(N2C(S)=C(C#N)C(=O)NC2c2ccco2)cc1 (stereo unspecified)
→ -12.1, -2.5, 6.1, -3.3, 0.0, -2.5, 0.2, 0.7, -0.3
- CCCS(=O)(=O)N1CCN=C1SCc1cccc(F)c1
→ -1.0, -0.9, -1.2, -7.6, 1.1, -2.1, -0.2, -0.8, 17.4
- C=C(C)c1cccc(C(C)(C)NC(=O)NCc2ccc(OC)c(OC)c2)c1
→ -2.3, -3.0, -1.8, -21.4, -6.5, -1.1, -0.5, 0.4, 42.0
- Cc1ccc(N2CN=C(c3ccccc3)NC2=S)cc1
→ 5.2, -3.3, 8.2, -7.1, -6.2, -3.1, -1.5, 0.1, 30.3
- COc1ccc(-c2nc(CS(=O)CC(=O)NCCCN3CC(C)CC(C)C3)c(C)o2)cc1OC (stereo unspecified)
→ -12.6, -2.2, -3.4, 6.4, 11.9, -2.7, -0.5, -0.3, -112.7
- CC1CC(C)CN(C(=O)c2ccc3c(c2)N(Cc2ccccc2)CCS3)C1 (stereo unspecified)
→ -4.7, -4.3, -6.3, -31.1, ·, -2.6, -2.3, -2.0, -23.4
- COC1(OC)N=C(N)C2(C#N)C(c3ccccc3)NC(C)=CC12C#N (stereo unspecified)
→ -0.8, -1.3, 2.9, 1.1, 2.3, -1.1, -1.2, 0.1, 12.6
- COc1ccc(OC)c(N/C(C)=C/C(=O)c2ccc(C)o2)c1
→ -6.2, -4.1, 10.4, -2.1, -3.8, -0.7, -0.3, 0.4, -6.8
- CN=C(Nc1cc(Cl)ccc1Cl)SC1CC(=O)N(c2ccc(C(=O)OC)cc2)C1=O (stereo unspecified)
→ -6.5, -2.5, 7.2, -0.8, 0.0, -2.4, 0.5, 2.6, 15.2
- CC1CCN(c2nc3ccccc3n2CC(=O)c2ccccc2)CC1
→ -7.5, -1.4, 15.1, -1.3, -6.5, -2.7, -2.0, -1.6, 4.5
- Cc1cc(C)n(C(C)n2nc(C)cc2C)n1
→ 5.4, 0.4, -0.1, -3.1, -2.5, -0.8, -0.1, 0.8, 17.4
- Cc1ccc(C(=O)NCCc2nnc3ccc(SCC(=O)N4CCCCC4)nn23)cc1
→ -10.7, 1.8, -3.3, -33.2, -0.8, -1.1, -0.2, 0.5, -36.3
- CC(C)CC(=O)Nc1ccc2ccccc2c1
→ -14.6&-9.1, -2.9&-2.6, 3.2&5.5, -1.3&-4.0, -9.9, -0.5&-2.0, -0.3, 0.4, 27.3&10.5
- COc1ccc(C(=O)Nc2ccc(N3CCN(C(=O)c4ccccc4)CC3)cc2)cc1[N+](=O)[O-]
→ -6.3, -3.9, -1.9, -15.4, 4.8, -3.9, 0.0, 0.0, 25.6
- Cc1c(C(=O)NCCSCc2cccc(C(F)(F)F)c2)cnn1-c1ccc(Cl)cc1
→ -27.2, -4.4, 3.1, -27.8, -3.0, -1.1, 0.1, 0.4, 37.3
- CC1=CC(C)(C)NC(=S)N1NC(=O)c1ccccc1Cl
→ -9.2, -3.0, -4.0, -3.5, -5.8, -3.2, -0.9, -0.5, -4.4
- COc1ccc(OCCCC(=O)N(C)CC(=O)Nc2ccccc2Cl)cc1
→ -5.9, -2.2, 0.8, -33.9, -2.9, -0.1, 0.5, 1.3, 25.0
- CC1CCCCC1NCc1cccc([N+](=O)[O-])c1 (stereo unspecified)
→ 6.6, 1.1, -3.8, 6.4, -4.9, -0.1, -0.3, 0.6, 19.0
- COc1ccc(CC(=O)NC2CCSc3ccccc32)c(OC)c1 (stereo unspecified)
→ 8.9, -1.3, 7.4, -25.6, -2.6, -2.4, -0.2, -0.8, 13.0
- N#Cc1nc(-c2ccc(OCc3ccccc3)cc2)oc1NCc1cccnc1
→ 18.5, -0.5, -2.7, 1.5, -4.6, 0.4, 6.0, 5.9, -5.5
- Cc1cc2c(ncn2C)c(NS(=O)(=O)c2ccccc2Cl)c1C
→ -13.6, -0.8, 6.4, -9.9, -6.7, -1.5, -1.5, 0.3, 53.1
- COc1ccc(C(=O)Nc2cc(C(F)(F)F)ccc2Cl)cc1OC
→ -15.8, -1.9, 1.7, -6.8, -8.5, 1.6, -1.5, -0.7, 17.9
- COC(=O)c1ccc(-c2ccco2)n1Cc1ccccc1Cl
→ 0.1, -3.2, 8.1, -2.9, -4.3, -6.3, -1.6, -0.1, 33.4
- S=c1[nH]nc(C2CCCCC2)n1/N=C/c1c(Cl)cccc1Cl
→ -13.1, -5.6, 31.9, -25.5, -6.5, -4.4, 0.1, 1.5, -153.9
- COc1ccc(CCC(=O)NNC(=O)Nc2cc(Cl)ccc2C)cc1
→ -11.8, -6.1, 3.5, -13.6, 3.5, -3.5, ·, ·, 16.2
- O=C(Nc1cccc(C(=O)O)c1)/C(=C\c1ccccc1)NC(=O)c1ccccc1
→ 0.5, -1.3, -21.9, -3.1, -0.7, -1.8, 1.0, 0.8, -25.8
- Cc1ccc(C)c(NC(=O)c2oc(=O)c3ccccc3c2-c2ccccc2)c1
→ -8.8, -1.6, -7.6, -19.3, -2.4, -1.9, -1.9, 1.2, -6.9
- O=S(=O)(c1ccc(Cl)cc1)c1nc(-c2ccco2)oc1N1CCOCC1
→ 1.5, 0.6, 10.0, 3.0, 0.3, 1.0, -0.6, -1.4, 17.7
- COCCNC(=O)C(=O)NNC(=O)CCc1ccccc1
→ -7.4, -3.7, 4.0, -2.0, -1.9, -3.2, 0.7, 0.2, 40.8
- CCOC(=O)c1cc(C)n(-c2ccc(OC)c(OC)c2)c1C
→ -3.1, -3.6, -0.8, -19.9, -0.6, -5.7, -2.5, -0.6, 21.2
- COc1cccc(N2CC(O)Cn3c2nc2c3c(=O)[nH]c(=O)n2C)c1 (stereo unspecified)
→ -14.4, -3.3, -3.4, -6.6, -8.7, -1.8, ·, ·, 34.0
- CCNc1c(NS(=O)(=O)c2ccc([N+](=O)[O-])cc2)c(=O)oc2ccccc12
→ -4.2, -0.6, -2.1, -1.2, -6.3, -0.6, 2.0, 0.0, 30.5
- CCN=C1SC(CC(=O)Nc2ccccc2OCC)C(=O)N1CC (stereo unspecified)
→ -20.7, -3.1, 1.8, -6.1, -4.0, -3.4, 3.9, 0.3, -17.5
- c1ccc2nc3c(nc2c1)c1ccccc1n3CCN1CCOCC1
→ -15.4, -3.4, -38.0, 17.8, -4.1, 12.4*, 0.7, -0.7, 13.8
- COc1ccc2oc(C(=O)Nc3nc4ccccc4[nH]3)c(C)c2c1
→ -11.9, -3.8, -1.2, -18.1, -5.2, -3.5, -1.7, 0.2, 5.0
- N#Cc1ccc(C(=O)Nc2ccc(S(=O)(=O)NC3=NCCCCC3)cc2)cc1
→ 2.5, -0.8, 1.3, -13.2, -1.6, -4.2, -0.2, 0.8, -7.1
- O=c1oc2ccc(NS(=O)(=O)c3cccc4cccnc34)cc2s1
→ -0.2, -3.0, 3.4, -6.7, -7.7, -1.3, 4.4, 2.7, 22.8
- COC(=O)N/N=C/c1cn(CC(C)COc2ccccc2)c2ccccc12 (stereo unspecified)
→ -0.3, -3.7, -2.5, -19.7, 0.2, -2.0, 2.9, 5.2, 9.4
- O=C(COC(=O)CCN1C(=O)C2CC=CCC2C1=O)NCCc1ccccc1 (stereo unspecified)
→ -8.0, -1.5, 0.2, -15.1, -2.7, -1.7, 0.5, 0.2, ·
- CN1CC(=O)NC1=NC(=O)c1ccc(Cl)c(S(=O)(=O)N2CCCCCC2)c1
→ -5.6, -3.4, -3.6, -17.6, -1.6, -4.3, -0.7, 1.3, 39.3
- Cc1coc2c1c(C)cc1oc(=O)c(CC(=O)NCCC(=O)O)c(C)c12
→ 2.8, -1.9, 14.2, -16.6, -10.3, 0.2, -0.1, 8.9, -12.2
- Cc1ccc(-n2nnc3c(=O)n(CC(=O)N4CCOCC4)cnc32)cc1
→ -4.3, -0.5, -3.9, -0.3, ·, -6.2, -0.8, 0.2, -6.0
- CC(CC(=O)N1CCN(c2ccc(C(F)(F)F)cn2)CC1)n1ccnc1 (stereo unspecified)
→ -5.0, -1.3, -2.7, -2.1, -2.1, -1.5, 2.4, 1.3, 45.6
- Cc1ccc(S(=O)Cc2ccc(C(=O)N3CCN(C(=O)c4ccco4)CC3)o2)cc1 (stereo unspecified)
→ -7.8, -0.9, 5.3, -23.5, -7.2, -1.7, 0.5, 0.0, -6.1
- CCOC(=O)C1=C(c2ccccc2)OC(N)=C(C#N)C1c1ccco1 (stereo unspecified)
→ -3.7, -2.6, -2.3, -5.9, -8.0, -1.9, -1.1, 0.0, 6.7
- CC(C)CNS(=O)(=O)c1ccc(CCC(=O)N2CCCC2)cc1
→ -7.0, -1.1, 2.4, -7.7, -3.4, -2.2, 0.6, -0.2, 45.5
- O=C1Nc2ccccc2C(=O)N2[C@H](c3ccc(F)cc3)[C@@H]3C(=O)N(Cc4ccccc4)C(=O)[C@@H]3[C@H]12
→ 13.7, -0.7, -0.9, -44.6, -7.5, -1.3, 8.0, 3.0, 4.0
- Cc1nnc(SCC(=O)Nc2ccc(N3CCOCC3)cc2)n1-c1ccccc1
→ 4.2, -2.0, 1.8, -13.1, 3.0, -0.7, -0.2, 0.4, 63.8*
- Fc1ccccc1CN1CCCCCCC1
→ 0.5, 1.6, 2.7, 9.8, -2.7, -0.9, 0.3, 0.4, 6.4
- O=C1C(=O)N(c2ccc(O)cc2)C(c2ccccc2[N+](=O)[O-])/C1=C(\O)c1ccccc1 (stereo unspecified)
→ -6.7, -1.4, -8.4, 0.3, -5.7, 1.4, 0.7, 0.8, 28.3
